Compound activity deposited in PubChem by Fisher Drug Discovery Resource Center.
hcGAS inh = inhibitors of human cGAS. inhibition, % at 12.5 µM. recombinant h-cGAS, ATP depletion, Kinase-Glo luminescence. hit rate 0.081% among 290,000. Q8N884;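 note: 0% = vehicle reaction and 100% = reaction without DNA for no activity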
Target sequence (Q8N884 whole entry, looked up): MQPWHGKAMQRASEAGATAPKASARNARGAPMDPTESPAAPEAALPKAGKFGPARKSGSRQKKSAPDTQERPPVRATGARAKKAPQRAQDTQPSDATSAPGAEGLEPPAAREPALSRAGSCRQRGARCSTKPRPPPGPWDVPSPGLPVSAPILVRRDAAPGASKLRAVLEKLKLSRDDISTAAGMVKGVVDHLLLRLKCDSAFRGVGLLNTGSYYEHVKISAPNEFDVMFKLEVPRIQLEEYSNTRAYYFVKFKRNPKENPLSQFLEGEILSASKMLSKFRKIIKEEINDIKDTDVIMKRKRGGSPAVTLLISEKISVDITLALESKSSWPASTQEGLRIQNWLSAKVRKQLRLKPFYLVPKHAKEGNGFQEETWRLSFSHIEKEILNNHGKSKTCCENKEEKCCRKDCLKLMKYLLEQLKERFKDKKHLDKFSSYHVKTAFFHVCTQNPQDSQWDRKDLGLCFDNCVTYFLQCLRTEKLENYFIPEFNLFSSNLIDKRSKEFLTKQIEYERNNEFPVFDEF
mcGAS lum = inhibitors of mouse cGAS; Q8C6L5; recombinant cGAS, Kinase-Glo ATP depletion luminescence; inhibition, % at 12.5 µM; hit rate 0.15% among 160,000; AID 1259399;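 note: 0% = negative control wells and 100% = reference inhibitor with no enzyme activity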
NPYLR7 ag = activates Aedes aegypti NPYLR7 receptor. hit rate 0.15% among 270,000. activation, % at 10 µM. HEK293T NPYLR7/Galpha15, GCaMP6s calcium fluorescence; in the data active = activation above about 40%;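 note: 0% = vehicle and 100% = reference agonist at the receptor; some compounds past the cut are filed as inactive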
Starred values were filed as active, the others as inactive; . = not tested or not shown; & = joins results of further samples. Cut-off read from the data, not from the text of the source, unless noted: active = inhibition above about 40%; inactive = the rest. Outcome played no part in choosing rows, and some 0.27% of all compounds hit somewhere here.

compound	hcGAS inh	mcGAS lum	NPYLR7 ag
O=C(CCCc1cccs1)N1CCN(CC(=O)N2CCc3ccccc32)CC1	-6	.	10
OC(Cn1ccnc1)c1ccccc1 (configuration not stated)	-2	.	6
CC(C)(C)c1cc2nc(-c3ccccc3F)cc(C(=O)NCc3ccc4c(c3)OCO4)n2n1	-4	-4	5
Cc1cccnc1NC(=O)c1c(O)c2ccccc2n(C)c1=O	4	2	-1
CSc1ncccc1C(=O)N(C)C(C)Cc1ccccn1 (configuration not stated)	-3	.	-5
O=C1CSC(c2ccccc2)N1c1ccc(O)cc1 (configuration not stated)	1	0	-3
CNC(=S)N1CCN(S(=O)(=O)c2ccc(F)c(F)c2F)CC1	-4	.	4
COCCN(Cc1ccccn1)CC1CCCN(C2Cc3ccccc3C2)C1 (configuration not stated)	-13	.	11
CN(C)c1ncccc1C(=O)N1CCN(C2=NCC(C)(C)S2)CC1	-7	.	-1
CCN(Cc1ccc(S(C)(=O)=O)cc1)CC1CCOCC1	-4	.	10
Cc1ccc(-c2csc(NC(=O)C3Cc4ccccc4C(=O)O3)n2)c(C)c1 (configuration not stated)	-2	.	1
CC(C)(C)c1ccc(C2=N/C(=C\c3ccccc3Br)C(=O)O2)cc1	-2	-3	-9
Cc1noc(-c2cccc(F)c2)c1C(=O)NCCc1cccs1	-6	-6	-1
O=C1CCCc2occ(C(=O)N3CCC4(CCCCC4)C3)c21	5	.	-5
CCOc1ccc(-c2ccnc(N3CCN(C(=O)C(=O)OC)CC3)n2)cc1	0	-4	-3
O=C(CNC(=O)c1ccsc1)Nc1cc(-c2ccccc2)ns1	0	-1	3
FC(F)(F)c1cccc(CN2CCCn3cccc3C2c2ccc(Cl)c(Cl)c2)c1 (configuration not stated)	-9	-7	8
O=C(Nc1ccnn1C1CCCC1)c1ccco1	-12	-7	8
CCOC(=O)c1nn(CCc2scnc2C)c2c1CN(C/C(C)=C/c1ccco1)CC2	-23	-8	23
Cc1cc(C)c(C(N)=O)c(Sc2ccc(F)c(Cl)c2)n1	-17	.	12
Cc1ccc(N2NC(=O)/C(=C/c3cccc(OC(=O)c4cccs4)c3)C2=O)cc1Cl	0	53*	0
CCCN(CC1CCOC1)C(=O)NC (configuration not stated)	-14	-6	.
OC(COCc1ccco1)CN(Cc1ccc2c(c1)OCO2)Cc1cccs1 (configuration not stated)	-8	-6	-3
COCCCN(CC(=O)N(CCc1c[nH]c2ccccc12)Cc1ccc(C(F)(F)F)cc1)C(=O)Nc1ccc(OC)cc1OC	1	2	-14
N#Cc1ccc(NCC(=O)Nc2ccc(F)cc2F)cc1	-5	-7	0
CCN(Cc1cc(Cl)ccc1OC)C(=O)C1(c2ccccc2)CC1	2	-13	3
NC(=S)NN=Cc1ccc(N2CCOCC2)s1	-6	-7	15
O=C(NC(C(=O)NCc1ccccc1)C1CCN(C(=O)c2ccccc2F)CC1)c1ccccc1 (configuration not stated)	-9	-4	5
COc1ccc(CN2CCCn3cccc3C2c2ccc(F)cc2)cc1O (configuration not stated)	-4	.	6
ClCc1nc2ccccc2n1C12CC3CC(CC(C3)C1)C2	-7	.	-3
Cc1noc(C)c1CC(=O)NNC(=O)Cc1cn2ccsc2n1	4	.	-2
O=C(NCC1CCCN(C(=O)c2cccc(N3CCCC3=O)c2)C1)c1ccco1 (configuration not stated)	-8	.	26
O=C(CSc1nnc(NCCc2cccs2)s1)NC1CCCC1	-12	.	1
Cn1cccc1CN1CCC(C(=O)NC(c2ccc(F)cc2)c2ccc3ccccc3n2)CC1 (configuration not stated)	1	-2	7
Cn1c(=O)n(Cc2c(F)cccc2Cl)c(=O)c2c1nc1n2CCN1Cc1ccco1	-9	.	3
COc1ccc(S(=O)(=O)NCCc2nnc3ccc(SCc4ccccc4C)nn23)cc1	-1	-7	4
Cc1csc(S(=O)(=O)N2CCOC(CCc3ccccc3)C2)c1 (configuration not stated)	0	.	4
CCOc1ccccc1CNc1nnnn1CC	-5	.	2
COc1ccc(OC)c(C2CCCN2C(=O)C2CCN(S(=O)(=O)c3ccc(F)c(F)c3)CC2)c1 (configuration not stated)	0	.	0
CCCOCC1CCN(C(=O)c2ccc3c(c2)C(=O)N(CCC)C3=O)C1 (configuration not stated)	-4	-15	-1
Cc1cnc(C2CC2)n1CCNC(=O)C1CCN1C1CCCCC1 (configuration not stated)	-3	-2	.
COc1ccccc1C(=O)Nc1ccnn1C1CCN(c2ncccn2)CC1	-4	-16	3
O=C(c1ccc(CSc2nc3cccc(Cl)c3o2)cc1)N1C2CCC1CC(Oc1ccc(F)cc1F)C2 (configuration not stated)	-15	-7	11
Cc1c[nH]c(CN2CCCCC2c2nc3ccc(F)cc3[nH]2)c(C)c1=O (configuration not stated)	-2	-13	-1
FC(F)(F)c1ccnc(N2CCC3(CCNCC3)C2)c1	-7	.	7
CN1CCN(NS(=O)(=O)c2ccc(Cl)s2)CC1	-4	.	1
C[n+]1cccc(C(=O)NCCOC(=O)c2ccc(F)cc2)c1	-3	.	-14
COC(=O)C(c1ccc(F)cc1Cl)C1C=CC(NC(=O)c2oc3ccccc3c2C)C1 (configuration not stated)	-14	-10	.

Full records, looked up by structure. Values in the order: hcGAS inh, mcGAS lum, NPYLR7 ag
C[n+]1cccc(C(=O)NCCOC(=O)c2ccc(F)cc2)c1 in the list: -3, ., -14
CN1CCN(NS(=O)(=O)c2ccc(Cl)s2)CC1 in the list: -4, ., 1
FC(F)(F)c1ccnc(N2CCC3(CCNCC3)C2)c1 in the list: -7, ., 7
Cc1cnc(C2CC2)n1CCNC(=O)C1CCN1C1CCCCC1 (configuration not stated) in the list: -3, -2, .
Cc1c[nH]c(CN2CCCCC2c2nc3ccc(F)cc3[nH]2)c(C)c1=O (configuration not stated) in the list: -2, -13, -1

The list continues.
compound	hcGAS inh	mcGAS lum	NPYLR7 ag
Cc1nn2cc(CCCOC(=O)C3CCCN3C(=O)C(C)C)cnc2c1C (configuration not stated)	-7	.	-1
CCn1nccc1NC(=O)C1(C)CCN1C(=O)C1(c2ccccc2)CC1 (configuration not stated)	-4	.	3
O=C(CC1CSc2nccc(=O)n21)NCc1c(F)cccc1F (configuration not stated)	-6	.	-2
COC(=O)c1ccc(-c2ncc(-c3ccc(N(C)C)cc3)o2)cc1	6	.	14
CC(C)c1nn(CN2CCN(Cc3ccccc3)CC2)c(=S)n1C1CC1	-5	.	9
CCOC(=O)C(C#N)=CNc1sc2c(c1C(=O)OCC)CCC2	1	.	-1
CCCCC(O)CN(Cc1c(C)nn(-c2ccccc2)c1Oc1ccc(F)cc1F)CC1CCCO1 (configuration not stated)	-5	-5	8
O=C(c1ccco1)N(Cc1ccc(OS(=O)(=O)c2ccc(F)cc2)cc1)Cc1ccco1	-7	-5	3
COc1cc(C=C2SC(=S)N(CCN3CCOCC3)C2=O)cc(Cl)c1OC	-4	-5	2
C/C=C(\C)CN1CCC(OCc2cccnc2)CC1	-8	.	5
C=CCN(CC(=O)N1CCc2sccc2C1c1ccc(Cl)cc1Cl)C(=O)c1cccs1 (configuration not stated)	-9	-7	3
O=C(CCC1CCN(C/C=C/c2ccccc2)CC1)N1CCc2ccccc2C1	-1	-7	.
CS(=O)(=O)NCC1CCN(C/C=C/c2ccc(F)cc2)C1 (configuration not stated)	-5	.	8
CCOC(=O)C1=C(CC)NC2=C(C(=O)CCC2)C1c1ccc(Cl)cc1 (configuration not stated)	-6	-4	-4
O=C(/C=C/c1ccccn1)N1CCC2(CCCN(CCc3ccccc3)C2)C1 (configuration not stated)	-5	.	18
Cc1ccn2c(C(=O)N(C)Cc3c(C)noc3C)c(C)nc2c1	-3	.	0
CCOc1ccc(NC(=O)CSc2ncc(S(=O)(=O)c3ccc(OCC)cc3)c(=O)[nH]2)cc1	1	2	-2
CCC(C)C(NC(=O)c1cc(C(F)(F)F)cc(C(F)(F)F)c1)C(=O)Nc1nnc(-c2ccc(Cl)cc2)s1 (configuration not stated)	-3	-7	12
NS(=O)(=O)Cc1c(F)cccc1F	-4	.	-1
O=C(CCl)Nc1nc2ccc([N+](=O)[O-])cc2s1	4	40	-5
Fc1cccc(CNc2nccc(CCC(F)(F)F)n2)c1F	0	.	-1
CC(C)NC(=O)c1cc(C2CCCCN2C(=O)c2ccccc2)on1 (configuration not stated)	-6	-6	1
COc1ccc(CCn2c(-c3cc(C)c(OC)cc3C)nc3cc(Cl)ccc3c2=O)cc1	-4	-7	4
O=C(Nc1cc2c(cc1C(=O)O)OCO2)c1ccccc1Cl	4	.	1
Cc1c[nH]c(=O)n1-c1ccc(C(=O)N2CCCC2c2ccccc2)cc1 (configuration not stated)	3	.	-1
CC(=O)Nc1ccc(S(=O)(=O)N(C)CC(=O)n2ccccc2=NC(C)C)cc1	-4	.	1
COc1ccc(S(=O)(=O)N2CCCC(C)C2)cc1N1CCN(S(=O)(=O)c2c(F)cccc2F)CC1 (configuration not stated)	1	-3	8
NC(=O)c1ccc(N2CCCCC2)c([N+](=O)[O-])c1	-3	.	0
COc1cccc(-c2cc(-c3ccc(C(=O)NCc4ccsc4)cc3)[nH]n2)c1	-5	-4	5
CCCCCNC(=O)c1ccc(-n2nc(-c3ccc(Cl)c(Cl)c3)cc2N)cc1	-9	-4	4
COc1cc(OC)cc(C(=O)N2CCN(Cc3cc(=O)c(OCc4ccc(C(C)(C)C)cc4)co3)CC2)c1	-4	-6	1
Cc1nn(C)c(C)c1NS(=O)(=O)c1ccccc1C(F)(F)F	-10	-5	4
CP(=O)(c1nccn1-c1ccc(Cl)nn1)N1CCCCCC1 (configuration not stated)	-1&-9	.	5&7
CN(Cc1ccc2nonc2c1)C(=O)c1cc(COc2ccc3c(c2)CCCC3)on1	0	-8	.
CC(C)Cc1noc(-c2ccc(-c3ccc(O)cc3)nc2)n1	-9	-9	1
Cc1ccc(Cn2cccc2CN(CCC(C)C)Cc2cccc(C#N)c2)cc1	-7	-6	.
c1ccc(Nc2nc(NCc3ccco3)nc3nccnc23)cc1	3	.	1
Cc1nc2c(N(C)CC3CC(=O)N(C(C)(C)C)C3)ncnc2o1 (configuration not stated)	0	-8	-1
CN(Cc1cccc2cccnc12)C(=O)C1CCC(=O)N(CCN2CCOCC2)C1 (configuration not stated)	-5&-5	.	9&4
CC(C)(C)c1ccc(S(=O)(=O)NC(=O)C2(C)CCN2C(=O)Cc2ccc(Cl)cc2Cl)cc1 (configuration not stated)	-3	.	5
CCN(CC)c1ncccc1CNC(=O)C1CC(=O)Nc2ccccc21 (configuration not stated)	-3	.	1
Cc1noc(C)c1CN(C)C(=O)C(N)c1ccccc1 (configuration not stated)	1	.	0
Cc1cc(NC(=O)c2ccccc2)n(-c2nc(-c3ccccc3)cs2)n1	-6	-11	-10
CCN(CC)CCN(CC)C(=O)Cn1nnnc1CN1CCOCC1	-10	.	0
Cc1cccc(-n2ncc3c2CCCC3NC(=O)CN(C)Cc2ccncc2)c1C (configuration not stated)	-5	.	3
Cc1nc(CNC(=O)c2ccc(C3CCCO3)s2)nc2c1CCCC2 (configuration not stated)	0	-6	14
O=S(=O)(Nc1cc2c(cc1Br)OCCO2)c1ccccc1	9	.	-1
c1ccc(Cc2nc(N3CCN(Cc4ccccc4)CC3)c3c4c(sc3n2)CCCC4)cc1	-6	-5	-2
Cc1nc(N2CCN(c3ccccc3)CC2)nc2c1C(=O)CC(c1ccco1)C2 (configuration not stated)	-9	.	15
COc1cccc(CN2CCCC(NCc3ccc(OC)c(Cn4cccn4)c3)C2)c1 (configuration not stated)	-2	-3	-5
O=C(/C=C/c1ccc(Br)s1)N1CCN(CCc2cccs2)CC1	3	.	7
Cc1ccnc(CC(C)N(C)C(=O)c2cc(C)[nH]c(=O)c2)c1 (configuration not stated)	-7	-12	1
NC(=O)c1cccc(CC2CCN(C(=O)COc3ccc(Cl)cc3)C2)c1 (configuration not stated)	0	.	-2
O=C(NC(Cc1ccccc1)c1ccccc1)c1ccc(Oc2nc(Cc3ccc(F)cc3)ns2)cc1 (configuration not stated)	-9	-6	-4
N#Cc1cccc(C(=O)NCCc2nnc3c(C(F)(F)F)cccn23)c1	-11	.	10
OCCC1CN(Cc2cccn2-c2nccs2)CCN1Cc1cccs1 (configuration not stated)	-3	-13	1

More results follow:
compound	hcGAS inh	mcGAS lum	NPYLR7 ag
OCC1(CC2CCCCO2)CCN(Cc2cccc3nccnc23)CC1 (configuration not stated)	-8	.	15
CCNC(C)c1ccc(-c2cccc(OC)c2)cc1 (configuration not stated)	-16	.	-2
CC(NCc1ccc(-c2ccccc2)cc1)c1ccncc1 (configuration not stated)	-4	-4	6
CCOC(=O)C1CCN(C(=O)c2nc(-c3ccco3)sc2C)CC1	-11	.	6
N#Cc1ccccc1CSc1nnc(NC(=O)COCc2ccccc2)s1	-6	-5	28

Reformatted with two lines to a compound: part of the list above
Sequence of screens: hcGAS inh	mcGAS lum	NPYLR7 ag
COc1cc(C=C2SC(=S)N(CCN3CCOCC3)C2=O)cc(Cl)c1OC
  -4	-5	2
C/C=C(\C)CN1CCC(OCc2cccnc2)CC1
  -8	.	5
C=CCN(CC(=O)N1CCc2sccc2C1c1ccc(Cl)cc1Cl)C(=O)c1cccs1 (configuration not stated)
  -9	-7	3
